BCR signal inh: qHTS Assay to Find Inhibitors of Chronic Active B-Cell Receptor Signaling; ABC-DLBCL IkBa-CBG/CBR reporter, luminescence ratio, 4 h; Potency, µM (titrated, usually from 46.1 µM), for the others: at the top dose ratio change, negative = lower green/red ratio, most hits filed as inhibitors; hit rate 0.05% among 340,000; active = well fitted inhibition curve with a large enough effect in the signal ratio, with a control signal flat, not every such curve was filed as active; inconclusive = small, poorly fitted or top-dose-only effect, or effect the other way, or a change in a side signal; the % refers to the signal ratio;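 note: potency is the fitted concentration of half-maximal effect; plate controls were basal doxycycline-induced cells for no effect and cells given 10 µM MG132 for full effect; MG132 reads +100%, hits lower the ratio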
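TMD8 ABC-DLBCL cells carrying doxycycline-inducible green luciferase fused to IkappaBalpha plus unfused red luciferase were exposed to compounds (up to 46 uM) for 4 hrs at 37C. Activity came from the overlap-corrected green/red luminescence ratio.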
Tb PFK block: qHTS Assay to Find Inhibitors of T. brucei phosphofructokinase | Potency, µM (doses to about 57.5 µM), inactives show at the top dose activity, negative = inhibition, actives largely listed as inhibitors | hit rate 0.17% among 330,000 | T. brucei PFK, ADP-Glo luminescence | ATP-dependent 6-phosphofructokinase (Trypanosoma brucei brucei), O15648;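 note: potency is the fitted concentration of half-maximal effect; 0% = uninhibited 1x PFK enzyme wells and -100% = no-enzyme wells; nearly all actives have a fitted effect of over 60% in size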
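1.25 nM PFK with 0.5 mM F6P and 0.1 mM ATP in 0.1 M TEA pH 8.0, 5 mM MgCl2, incubated 45 min at room temperature; ADP measured by ADP-Glo luminescence; compounds titrated up to 57 uM.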
TSHR antag: Antagonists of the Thyroid Stimulating Hormone Receptor: HTS campaign; AID 504810, 2011; Thyrotropin receptor (Homo sapiens), P16473; activity change, negative = inhibition, % at 11.5 µM; TSHR-expressing cells, TSH-stimulated cAMP HTRF, 2 h; active compounds read low; hit rate 0.2% among 330,000;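 active = activity change below a set negative limit, meaning inhibition stronger than a set level, cut at about -70% in these data; inconclusive = activity change between two set negative limits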; note: % is set by controls: 0 for no effect and ±100 for the full control effect
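Cell-based HTRF cAMP assay; TSHR cells + compound, TSH EC80 (4nM final), 2 h, 37 deg C. Lysis with anti-cAMP cryptate and cAMP-d2, 30 min RT, read 665/620 nm.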
ELG1 DNA repair: qHTS screen for small molecules that inhibit ELG1-dependent DNA repair in human embryonic kidney (HEK293T) cells expressing luciferase-tagged ELG1; HEK293T ELG1-luciferase reporter, luminescence, 16 h; DNA damage induced by 5-fluorouridine; Potency, µM (series often up to 46.1 µM), for the others: top-dose activity change, negative = inhibition, actives largely listed as inhibitors; hit rate 2.3% among 330,000; note: potency is the fitted concentration of half-maximal effect; % is set by controls: 0 for no effect and ±100 for the full control effect; nearly all actives have a fitted effect of over 55% in size
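HEK293T cells expressing luciferase-tagged ELG1 (2,000/well) received 5-Fluorouridine plus compound or DMSO for 16 hr at 37 °C. Luciferase was read by ONE-Glo luminescence after 30 min at room temperature.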
Integrin act MD: qHTS for Activators of Integrin-Mediated Alleviation for Muscular Dystrophy; AID 624291, 2012; alpha7betagal myoblasts, beta-gal FDG fluorescence, 48 h; hit rate 0.064% among 350,000; Potency, µM (top dose mostly 38.3 µM), for inactives: top-dose activation, hits mostly activators;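 note: potency is the fitted concentration of half-maximal effect; 100% = response of the positive control SU9516; nearly all actives have a fitted effect of over 60% in size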
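alpha7betagal+/- myoblasts (passage 13, 250/well) treated 48 h at 37C with compounds at 1:260 dilution of DMSO stock. Lysed, then beta-galactosidase activity read as FDG fluorescence (ex 480/em 540) after 30 min, with pre-read for autofluorescence.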
A-T KAP1 phos: qHTS Assay for Identifying a Potential Treatment of Ataxia-Telangiectasia; […] A-T fibroblasts, KAP-1 phosphorylation AlphaLISA; neocarzinostatin DNA damage 30 min before lysis; Potency, µM (titrated, usually from 57.5 µM), for inactives: at the top dose activation, actives largely listed as activators; hit rate 0.19% among 320,000; AID 485349, 2010; note: potency is the fitted concentration of half-maximal effect; % of control where 0% means no effect; nearly all actives have a fitted effect of over 45% in size
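hTERT-immortalized A-T patient fibroblasts ([…]), 500 cells/well in OPTI-MEM, 1% FBS, got compounds for 60 min, then NCS for 30 min at 37C. Lysates were then assayed for phospho-KAP-1 by AlphaLISA (anti-pKAP1 donor, anti-KAP1 acceptor beads), 6 hr at 25C.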
Eya2 phos inh: qHTS Assay for Inhibitors of the Phosphatase Activity of Eya2; Potency, µM (highest dose often 76.9 µM), inactives show at the highest dose activity, negative = inhibition, hits mostly inhibitors; recombinant Eya2, OMFP fluorescence dephosphorylation (OMFP is methylfluorescein phosphate); Protein phosphatase EYA2 (Homo sapiens), O00167; hit rate 0.006% among 330,000; note: potency is the fitted concentration of half-maximal effect; % is set by controls: 0 for no effect and ±100 for the full control effect
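Eya2 protein (added as 0.2 uM solution) was preincubated with compound for 10 min at ambient temperature in 50 mM HEPES pH 7.5, 50 mM NaCl, 5 uM MgCl2, 0.05% BSA, 1 mM DTT. OMFP (added at 50 uM) then reacted 10 min; fluorescence read at 485/525 nm.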
TSG101-PTAP inh: qHTS Assay for Iinhibitors of HIV-1 Budding by Blocking the Interaction of PTAP/TSG101. Tumor susceptibility gene 101 protein (Homo sapiens), Q99816. Fluorescence polarization, FITC-PTAP peptide / Tsg101 binding. Potency, µM (top dose mostly 115 µM), for inactives: top-dose activity change, negative = inhibition, usual class: inhibitors. 340,000 tested, under 10 active. AID 493005, 2010; active = well fitted inhibition curve with a large enough effect in the main read-out, with a control signal flat, not every such curve was filed as active; inconclusive = small, poorly fitted or top-dose-only effect, or effect the other way, or a change in a side signal; inactive = no such curve, though single readings can be large or run the other way; note: potency is the fitted concentration of half-maximal effect; % of control where 0% means no effect
Target sequence (Q99816 whole entry, looked up): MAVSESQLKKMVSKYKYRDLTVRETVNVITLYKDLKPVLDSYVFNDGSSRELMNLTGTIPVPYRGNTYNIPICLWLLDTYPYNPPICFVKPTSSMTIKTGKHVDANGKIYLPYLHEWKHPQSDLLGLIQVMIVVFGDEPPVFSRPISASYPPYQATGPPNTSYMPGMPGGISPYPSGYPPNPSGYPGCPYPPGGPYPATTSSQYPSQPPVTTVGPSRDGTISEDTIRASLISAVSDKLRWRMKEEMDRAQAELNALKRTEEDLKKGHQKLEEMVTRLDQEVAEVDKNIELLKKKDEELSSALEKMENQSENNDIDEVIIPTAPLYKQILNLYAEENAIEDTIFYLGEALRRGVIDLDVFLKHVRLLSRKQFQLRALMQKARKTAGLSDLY
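Steps: Tsg101 binding domain dispensed (10 uM final), compounds pinned in DMSO, FITC-labeled PTAP-motif peptide added (50 nM final); after 20 min binding at room temperature, polarization measured.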
Mito fusion act: qHTS Assay for Small Molecule Inhibitors of Mitochondrial Division or Activators of Mitochondrial Fusion; hit rate 0.23% among 320,000; Potency, µM (titrated, usually from 46.1 µM), without a hit: at the top dose growth rescue (activation), hits mostly activators; S. cerevisiae fusion-defective mutant growth rescue, CellTiterGlo 48 h;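 note: potency is the fitted concentration of half-maximal effect; % of control where 0% means no effect; nearly all actives have a fitted effect of over 45% in size; temperature-sensitive fusion mutants such as fzo1-1 at 37 °C on non-fermentable ethanol glycerol medium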
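Yeast fusion mutant, YPEG (non-fermentable carbon), compound, 48 h at 37C non-permissive; CellTiterGlo added, 10 min RT, luminescence read. Rescued growth = division inhibition.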
ASM inhibitor: Inhibitors of Secretory Acid Sphingomyelinase (S-ASM): qHTS. Sphingomyelin phosphodiesterase (Homo sapiens), P17405. placental ASM, HMU-PC fluorogenic substrate, 60 min. Potency, µM (doses to about 57.5 µM), for the others: at the top dose activity change, negative = inhibition, usual class: inhibitors. hit rate 0.006% among 340,000. AID 504937, 2011; note: potency is the fitted concentration of half-maximal effect
Target sequence (P17405 47-631 limits assumed): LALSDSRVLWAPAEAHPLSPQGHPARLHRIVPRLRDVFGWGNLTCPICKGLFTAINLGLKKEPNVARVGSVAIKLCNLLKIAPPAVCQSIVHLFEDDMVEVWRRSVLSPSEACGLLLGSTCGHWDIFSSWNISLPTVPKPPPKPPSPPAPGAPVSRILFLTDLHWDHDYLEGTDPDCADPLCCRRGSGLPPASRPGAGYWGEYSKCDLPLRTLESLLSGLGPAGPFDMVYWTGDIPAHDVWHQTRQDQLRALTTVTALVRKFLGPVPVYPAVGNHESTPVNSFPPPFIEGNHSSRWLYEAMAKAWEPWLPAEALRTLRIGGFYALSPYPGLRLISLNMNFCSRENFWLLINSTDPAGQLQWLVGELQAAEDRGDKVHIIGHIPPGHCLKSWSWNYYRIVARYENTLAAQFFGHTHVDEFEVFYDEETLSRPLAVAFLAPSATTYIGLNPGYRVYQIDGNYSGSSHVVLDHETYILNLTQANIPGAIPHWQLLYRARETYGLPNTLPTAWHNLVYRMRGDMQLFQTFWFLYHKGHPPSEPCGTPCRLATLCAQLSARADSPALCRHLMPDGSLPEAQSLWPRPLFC
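Fluorogenic HMU-PC substrate (9 uM final) is turned over by placental ASM in 60 min at 37 C after a 10 min compound preincubation. Reaction ended by alkaline stop (pH 10), with fluorescence read at 386/447 nm.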
TCR act: Activators of T cell receptors: qHTS campaign. primary human leukocytes, anti-CD3, IL-2 HTRF, 48 h. Potency, µM (highest dose often 9.22 µM), inactives show at the highest dose activation of IL-2 secretion, actives largely listed as activators. 330,000 tested, under 10 active; note: % of control where 0% means no effect
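IL-2 release read by HTRF sandwich (Eu cryptate donor, d2 acceptor, 665 nm emission) after 48 hr exposure of primary human leukocytes to compound together with anti-CD3 beads in the absence of co-stimulatory signals.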
* = called active by the depositor; ? = inconclusive; · = no result given; & = joins results of further samples; [ ] = remark or other dose. Unless noted, calls come from the whole dose curve; as a rule, active = well fitted curve in the direction sought with a large enough effect; inconclusive = small, poorly fitted or top-dose-only effect, or another doubt; inactive = no such curve, though single readings can be large; an effect the other way counts as inactive or inconclusive.

smiles	BCR signal inh	Tb PFK block	TSHR antag	ELG1 DNA repair	Integrin act MD	A-T KAP1 phos	Eya2 phos inh	TSG101-PTAP inh	Mito fusion act	ASM inhibitor	TCR act
O=C(NC(=C(Cl)Cl)S(=O)(=O)c1ccc(Cl)cc1)c1ccccc1	7%	-3%	-18	?	-12%	8%	-14%	0%	-8%	-3%	2%
CCCCC(=O)N1C/C=C\C(c2ccc(OC)cc2)N(Cc2ccc(F)cc2)C(=O)C1 (stereo not drawn)	-1%	-2%	3	4%	12%	9%	-14%	-2%	19%	-2%	-4%
Cc1ccc(N2C(=O)N(CC(=O)C(C)(C)C)c3ccccc3S2(=O)=O)cc1	?	-14%	5	-2%	·	6%	-15%	·	-2%	·	·
COc1ccc2c(c1)[C@H]1[C@H](CO2)[C@H](c2ccccc2)[C@]2(C)C(=O)N(Cc3ccc(C)cc3)CC(=O)N12	1%	0%	-3	18µM*	7%	-1%	-7%	-9%	·	-14%	-3%
CCCCN(C(=O)C1=COCCO1)c1c(N)n(CCCC)c(=O)[nH]c1=O	3%	-7%	·	11%	17%	0%	3%	-4%	-4%	6%	0%
Clc1ccccc1-c1ccc2ncnc(NCc3cccnc3)c2c1	0%&-2%	-2%&4%	-6&-23	11%	·	-5%&5%	-24%&28%	-6%	-4%	4%	0%
CC[C@]1(c2cccc(C)c2)C(=O)N(C(=O)OC)N1C(=O)OC	9%	6%	75	?	9%	?	5%	0%	2%	-1%	0%
Cc1ccccc1C(=O)N1CCN(c2ccc(NC(=O)c3ccco3)cc2Cl)CC1	?	1%	-34	2.1µM*	7%	4%	-18%	-1%	19%	-10%	5%

Compound profiles, as listed above. Order of values: BCR signal inh, Tb PFK block, TSHR antag, ELG1 DNA repair, Integrin act MD, A-T KAP1 phos, Eya2 phos inh, TSG101-PTAP inh, Mito fusion act, ASM inhibitor, TCR act
Cc1ccccc1C(=O)N1CCN(c2ccc(NC(=O)c3ccco3)cc2Cl)CC1 across the screens: ?, 1%, -34, 2.1µM*, 7%, 4%, -18%, -1%, 19%, -10%, 5%
CCCCC(=O)N1C/C=C\C(c2ccc(OC)cc2)N(Cc2ccc(F)cc2)C(=O)C1 (stereo not drawn) across the screens: -1%, -2%, 3, 4%, 12%, 9%, -14%, -2%, 19%, -2%, -4%
COc1ccc2c(c1)[C@H]1[C@H](CO2)[C@H](c2ccccc2)[C@]2(C)C(=O)N(Cc3ccc(C)cc3)CC(=O)N12 across the screens: 1%, 0%, -3, 18µM*, 7%, -1%, -7%, -9%, ·, -14%, -3%
CCCCN(C(=O)C1=COCCO1)c1c(N)n(CCCC)c(=O)[nH]c1=O across the screens: 3%, -7%, ·, 11%, 17%, 0%, 3%, -4%, -4%, 6%, 0%

The listing continues.
smiles	BCR signal inh	Tb PFK block	TSHR antag	ELG1 DNA repair	Integrin act MD	A-T KAP1 phos	Eya2 phos inh	TSG101-PTAP inh	Mito fusion act	ASM inhibitor	TCR act
O=C(CN1CCC(C(=O)c2cccc(F)c2)CC1)NCc1cccs1	-1%	8%	-4	?	13%	20%	-4%	-8%	1%	-6%	0%[46.1 µM]
COc1ccc(C(=O)OCC(=O)NCC2CCCCC2)cc1F	7%	21%	-10	16%	24%	-6%	-22%	0%	0%	7%	-3%
Cc1ccc(C(=O)N/N=C\c2cc(Br)c(Br)o2)cn1	12%	-10%	-2	?	2%	-3%	12%	-10%	-2%	8%	-27%
Nc1ccc(O)c([N+](=O)[O-])c1	11%	-6%	-7	-3%	·	-16%	-5%	0%	-4%	-1%	4%
COc1ccc(-c2nnc(N3CCC(C)CC3)c3ccccc23)cc1	2%	0%	-3	-4%	-3%	-4%	8%	-1%	2%	3%	1%
Cc1ccc(C(NC(=O)N2CCOCC2)=C(Cl)Cl)cc1F	15%	0%	-9	-24%	-32%[inhibitor]	7%	-1%	-7%	-1%	3%	-4%
O=C(NCC(c1cccnc1)N1CCN(c2ccccc2)CC1)c1ccc2c(c1)OCO2 (stereo not drawn)	18%	14%	-10	-15%	-16%	-12%	-30%	-6%	5%	3%	1%
Cc1ccccc1Nc1nc(CSc2nnc(-c3ccoc3C)n2C)cs1	-1%	3%	6	10%	-24%	8%	-3%	-5%	-3%	-3%	0%
O=S(=O)(c1ccc(N2CCN(S(=O)(=O)c3ccc4c(c3)OCCO4)CC2)nc1)N1CCCC1	4%	2%	-5	8.2µM*	-10%	3%	21%	-2%	8%	2%	7%
NC(=O)c1ccc(-n2nnnc2Oc2ccccc2)cc1	?	12%	3	-1%	-47%[inhibitor]	0%	-4%	1%	-2%	0%	-3%
CC(=O)c1ccc(NC(=O)CSc2nc(N)c3cc4c(nc3n2)CCCC4)cc1	7%	-1%	11	-22%	-42%	0%	-6%	0%	4%	-1%	-8%[46.1 µM]
Cc1cc(C)c(NC(=O)C2CCN(c3cnccn3)CC2)c(C)c1	7%	1%	5	-14%	14%	0%	4%	-1%	-5%	6%	4%[46.1 µM]
COc1cc2nc(CSc3ncn[nH]3)[nH]c(=O)c2cc1OC	6%	1%	-1	-5%	26%	-1%	3%	-2%	0%	2%	0%
C[C@@H](C(=O)NCc1c(F)cccc1Cl)N1C(=O)N2CCc3c([nH]c4ccccc34)[C@@]2(C)C1=O	?	3%	-4	?	-9%	0%	-21%	1%	5%	-12%	0%
COc1ccc(C(=O)NCCNC(=O)c2ccc(C)nc2)cc1	6%	2%	-1	-9%	3%	-2%	2%	0%	-1%	-2%	-3%
O=C1[C@@H]2Cc3c([nH]c4ccccc34)C(c3ccccc3)N2C(=O)CN1C1CCN(Cc2ccccc2)CC1 (stereo partly drawn)	-7%	-3%	4	-14%	-60%[inhibitor]	-16%	-21%	-6%	-1%	-5%	9%
COC(=O)CCN(C(=O)c1ccc(OC(C)=O)cc1)c1ccccn1	1%	-4%	1	3%	14%	-2%	8%	0%	-3%	-1%	4%
CN1CCC(N(C)C(=O)COc2ccccc2-c2ccccc2)CC1	-1%	5%	-5	5%	-4%	-2%	7%[15.4 µM]	-3%	-1%	0%	-2%
COc1cc([N+](=O)[O-])ccc1NC(=O)N1CCCCCC1	?	4%	-8	?	12%	5%	5%	2%	-7%	-1%	-10%
CC(=O)C[C@@H](O)CC(=O)[C@@H]1OC(=O)CCCCCCc2ccccc21	2%	-5%	-14	15%	-8%	-11%	4%	3%	·	2%	-19%
CCCCn1c(SC(C)C(=O)NCC2CCCO2)nc2cc(C(=O)OC)ccc2c1=O (stereo not drawn)	?	-3%	-10	?	26%	-2%	6%	-1%	2%	-2%	7%
CCN(CCn1cccn1)C(=O)CC1C(=O)NCCN1Cc1ccc(F)cc1 (stereo not drawn)	?	6%	8	7%	?	8%	-14%	-4%	-3%	10%	-40%
O=C(NCc1ccccc1Br)c1cccc2c1C(=O)c1ccc(N3CCOCC3)cc1S2(=O)=O	0%	1%	-11	?	·	4%	-21%	·	-8%	·	·
CC(=O)Nc1nnc(Cc2c[nH]c3ccccc23)s1	-8%	-6%	-2	?	-20%	0%	-4%	1%	8%	-2%	·
Cc1cc(C)nc(SC(C)CNS(=O)(=O)c2ccccc2)n1 (stereo not drawn)	5%	0%	23	11%	-31%	-5%	5%	-2%	-6%	5%	3%

Bioassay records as filed in PubChem BioAssay.
